# Tcruzi prolif – inhibitors of T. cruzi proliferation. T. cruzi beta-gal in NIH3T3, GalScreen luminescence, 90 h. inhibition, % at 8.34 µM. 5.9% of 77,000 active;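 active = mean inhibition above about 93%, with at least 55% of replicates each passing it, limit read from the data, passing the limit was not always enough; inconclusive = only one of those two conditions holds; inactive = neither condition holds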
# C diff growth – inhibitors of Clostridium difficile growth; Clostridium difficile clinical isolate growth, OD600, 24 h; hits give low values; 0.25% of 86,000 active; AID 1259249; growth activity, negative = inhibition, % at 16 µg/mL (by protocol);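 active = mean growth activity at or below -80% and every replicate also at or below -80%; inconclusive = mean at or below -80% but some replicate above -80%; inactive = mean growth activity above -80%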;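 note: 0% = DMSO wells and -100% = levofloxacin 16 µg/mL wells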
# Pf Dd2 growth – P. falciparum Dd2 growth inhibition | SYBR Green, 72 h; hits give low values | activity change, % at 10 µM | 2.3% of 94,000 active | AID 1159554; in the data active = activity change below about -80%; inconclusive = no clear call, values can overlap the other calls
# KDM4C inh – blocks human GASC-1 (KDM4C) demethylase activity; GST-KDM4C 2-372, H3K9me3 peptide, LANCE TR-FRET; 0.15% of 96,000 active; inhibition, % at 12.5 µM;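 active = mean replicate inhibition above about 25%, with at least 55% of replicates also reaching it, limit read from the data, passing the limit was not always enough; inconclusive = only one of those two conditions met; inactive = neither condition met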
# Target sequence (Q9H3R0 2-372 limits assumed): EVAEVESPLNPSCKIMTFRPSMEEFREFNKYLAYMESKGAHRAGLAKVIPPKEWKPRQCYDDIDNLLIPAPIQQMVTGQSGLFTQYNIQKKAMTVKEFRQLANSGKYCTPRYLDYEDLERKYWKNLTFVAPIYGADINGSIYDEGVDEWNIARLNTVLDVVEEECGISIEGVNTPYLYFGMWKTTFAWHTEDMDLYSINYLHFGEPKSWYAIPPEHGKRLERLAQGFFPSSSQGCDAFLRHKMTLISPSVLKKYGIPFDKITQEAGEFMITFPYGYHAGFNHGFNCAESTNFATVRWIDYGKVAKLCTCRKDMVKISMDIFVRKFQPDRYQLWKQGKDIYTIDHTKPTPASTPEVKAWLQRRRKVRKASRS
#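 Material: GST-tagged GASC-1 (JMJD2C) catalytic fragment, aa 2-372. Input: enzyme final amount 10 nM. Medium: HEPES buffer, pH 7.5, plus ascorbate. Reagent: H3K9me3 peptide substrate, Fe(II), 2-oxoglutarate. Doses: single dose. Times: reaction 30 min RT, detection step 1 h RT. Measured by: LANCE TR-FRET. Evaluation: Fall in 671/618 emission ratio as inhibition.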
# Numbers without * were called inactive; ? = inconclusive; · = not tested or not shown. Random draw from the library; 7.2% or so of the library scored in one or more.
SMILES,Tcruzi prolif,C diff growth,Pf Dd2 growth,KDM4C inh
COCC(=O)N1[C@@H]2c3ccc(C4=CCCC4)c(=O)n3C[C@@H]2[C@@H](CO)[C@@H]1C(=O)N1CCCCC1,32.9,1.1,4.1,2.4
N#C[C@@H]1[C@@H](c2ccc(-c3ccc(F)cc3)cc2)[C@@H](CO)N1S(=O)(=O)Cc1ccccc1,99.2*,3.3,-31.3,-1.6
CCCC#Cc1cnc2c(c1)C(=O)N([C@@H](C)CO)C[C@H](C)[C@H](CN(C)C(=O)c1ccccc1)O2,·,1.0,-9.7,-0.6
Cc1ccccc1-c1ccc([C@@H]2[C@H]3CN(S(=O)(=O)c4cn(C)cn4)CCCCN3[C@H]2CO)cc1,125.9*,-5.8,-21.2,-2.2
COCC(=O)N1CC2(C1)CN(Cc1ccccc1Cl)[C@H](CO)c1[nH]c3cc(OC)ccc3c12,·,4.8,-45.9,0.6
Cc1noc(C)c1NC(=O)Nc1ccc2c(c1)CC(=O)N([C@H](C)CO)C[C@@H](C)[C@H](CN(C)S(=O)(=O)c1c(C)noc1C)O2,-8.2,-4.2,5.2,-0.3
COc1ccc(CNC(=O)C[C@H]2C=C[C@@H](NC(=O)Nc3ccc4c(c3)OCO4)[C@H](CO)O2)cc1,-8.5,-2.5,27.2,-0.8
COc1ccc2c3c([nH]c2c1)[C@H](CO)N(Cc1cccc(F)c1)CC31CN(CC2CC2)C1,·,6.7,-84.5*,-0.4
C[C@@H](O)C#Cc1cnc2c(c1)C(=O)N([C@@H](C)CO)C[C@H](C)[C@H](CN(C)C(=O)Cc1ccccn1)O2,12.1,-0.3,6.5,-0.6
CCCN1[C@H](C(=O)OC)[C@@H](CO)[C@@H]2Cn3c(ccc(-c4cccc(OC)c4)c3=O)[C@@H]21,-15.3,1.8,-1.2,5.2
C[C@@H]1CN([C@H](C)CO)C(=O)c2cccc(NC(=O)Nc3ccc4c(c3)OCO4)c2O[C@@H]1CN(C)Cc1ccncc1,5.5,2.6,4.1,-0.9
O=C(NC[C@@H]1[C@H](c2ccccc2)[C@H](CO)N1C(=O)C1CCC1)NC1CCCC1,3.0,-6.2,-7.8,0.8
COCCNC(=O)C[C@@H]1C[C@H]2c3cc(NC(=O)COC)ccc3O[C@H]2[C@@H](CO)O1,-49.7,4.4,5.2,7.9
C[C@@H]1CN([C@@H](C)CO)C(=O)c2cc(NS(=O)(=O)c3ccc(F)cc3)ccc2O[C@@H]1CN(C)Cc1ccc(Cl)c(Cl)c1,100.6*,37.6,4.8,-1.0
N#Cc1ccc(-c2ccc([C@@H]3[C@@H](CO)N4C(=O)CN(C(=O)C5CCC5)C[C@@H]34)cc2)cc1,·,-7.1,?,0.4
C[C@H]1CCCCO[C@H](CN(C)C(=O)CCCN(C)C)[C@@H](C)CN([C@@H](C)CO)C(=O)c2cc(NC(=O)c3ccccc3)ccc2O1,31.6,0.2,-5.0,1.8
C[C@@H]1CN([C@@H](C)CO)C(=O)c2cc(NC(=O)Nc3cccc4ccccc34)ccc2O[C@@H]1CN(C)Cc1ccccc1,65.8,3.6,4.9,1.8
C[C@@H]1CN([C@@H](C)CO)C(=O)c2cc(C#Cc3cccc(F)c3)cnc2O[C@@H]1CN(C)CC1CCOCC1,40.3,-3.4,-38.9,·
C[C@H]1CCCCO[C@H](CN(C)S(=O)(=O)c2ccc(F)cc2)[C@@H](C)CN([C@@H](C)CO)C(=O)c2cc(NC(=O)c3ccccc3)ccc2O1,·,-8.4,-74.5,-0.6
CC(C)(O)C#Cc1ccc([C@H]2[C@@H](CO)N3CCCCN(S(C)(=O)=O)C[C@H]23)cc1,29.4,-8.2,24.3,0.6
C[C@H]1CN([C@@H](C)CO)C(=O)Cc2cc(NS(=O)(=O)c3ccc(Cl)cc3)ccc2O[C@@H]1CN(C)C(=O)NC1CCCCC1,·,-3.1,-4.0,0.2
O=C(NC[C@H]1[C@H](c2ccccc2)[C@H](CO)N1CC1CCCC1)C1CC1,86.4,6.3,-25.2,0.4
O=C(C[C@@H]1C[C@@H]2c3cc(NC(=O)Nc4ccccc4)ccc3O[C@@H]2[C@H](CO)O1)NCCN1CCCCC1,-89.1,-3.3,13.8,0.1
O=C(C[C@@H]1CC[C@@H](NC(=O)c2ccccc2)[C@H](CO)O1)Nc1ccc(-c2ccccc2)cc1,-115.4,·,-12.2,0.2
Cc1noc(C)c1NC(=O)Nc1ccc2c(c1)C(=O)N([C@H](C)CO)C[C@@H](C)[C@H](CN(C)C(=O)NC1CCCCC1)O2,38.0,0.5,21.2,0.7
CCC(=O)N1[C@H](CNC(C)=O)[C@H](c2ccc(-c3ccc(F)cc3)cc2)[C@@H]1CO,55.5,-12.6,21.6,0.8
C[C@@H]1CN([C@H](C)CO)C(=O)c2cc(NC(=O)CCCN(C)C)ccc2O[C@@H]1CN(C)S(=O)(=O)c1ccc(Cl)cc1,53.3,-3.2,10.9,3.5
C[C@H](CO)N1C[C@H](C)[C@@H](CN(C)S(=O)(=O)c2ccccc2)OCCCC[C@H](C)Oc2ccc(NS(=O)(=O)c3ccccc3)cc2C1=O,39.9,·,-26.4,0.9
C[C@H]1CN([C@@H](C)CO)C(=O)Cc2cc(NS(=O)(=O)c3cn(C)cn3)ccc2O[C@@H]1CN(C)C(=O)Nc1ccc2c(c1)OCO2,-104.4,-6.4,-12.7,2.1
CCC(=O)N[C@H]1CC[C@H](CC(=O)NCc2ccccc2OC)O[C@@H]1CO,26.4,3.7,-29.2,-0.3
O=C(C[C@@H]1CC[C@H]2[C@@H](COC[C@@H](O)CN2Cc2cccc(Cl)c2)O1)N1CCOCC1,69.1,·,6.4,-1.0
C[C@@H](NC(=O)C[C@@H]1CC[C@@H]2[C@H](COC[C@H](O)CN2C(=O)Nc2cc(Cl)cc(Cl)c2)O1)c1ccccc1,11.7,·,2.8,-1.1
O=C(NCCc1ccccc1)[C@H]1[C@H](CO)[C@H]2Cn3c(cccc3=O)[C@H]2N1Cc1cccnc1,-33.0,-4.8,5.4,4.0
COc1ccc(NC(=O)Nc2ccc3c(c2)C(=O)N([C@H](C)CO)C[C@H](C)[C@H](CN(C)C(=O)Nc2cccc4ccccc24)O3)cc1,56.5,-0.6,-35.6,-3.9
Cc1ccc(S(=O)(=O)N(C)C[C@@H]2Oc3ccc(NS(=O)(=O)c4ccc(F)cc4)cc3CC(=O)N([C@@H](C)CO)C[C@H]2C)cc1,9.0,-7.1,-61.4,-2.5
O=C(N[C@H]1CC[C@H](CCNC(=O)C2CCCC2)O[C@@H]1CO)c1ccncc1,·,-1.2,-1.1,7.6
CNC[C@@H]1Oc2ccc(NS(C)(=O)=O)cc2C(=O)N([C@@H](C)CO)C[C@H]1C,17.5,0.4,-2.8,-2.1
CC(C)NC(=O)N(C)C[C@@H]1Oc2ccc(N(C)C)cc2C(=O)N([C@@H](C)CO)C[C@H]1C,62.4,0.7,44.3,2.5
COc1ccc2c3c([nH]c2c1)[C@H](CO)N(C(=O)CN1CCOCC1)CC31CN(C)C1,·,-3.9,-4.0,0.2
C[C@@H]1CN([C@H](C)CO)S(=O)(=O)c2ccc(-c3ccc(C(=O)N(C)C)cc3)cc2O[C@H]1CN(C)C(=O)Nc1ccccc1F,·,-4.6,4.0,-1.4
CN1C(=O)c2cc(NS(=O)(=O)c3cccc(F)c3)ccc2OC[C@@H]2O[C@H](CC(=O)N3CCc4ccccc4C3)CC[C@@H]21,73.7,-10.3,7.4,0.3
O=C(C[C@@H]1C=C[C@@H](NC(=O)c2ccc3c(c2)OCO3)[C@@H](CO)O1)NC1Cc2ccccc2C1,-20.5,-2.4,15.4,-4.2
O=C(C[C@@H]1C=C[C@H](NC(=O)c2ccncc2)[C@@H](CO)O1)Nc1ccc(-c2ccccc2)cc1,28.8,-2.5,-10.2,-2.4
COc1ccc(CN(C)C[C@@H]2Oc3ccc(NC(=O)CCCCCC(=O)Nc4ccccc4N)cc3CC(=O)N([C@@H](C)CO)C[C@@H]2C)cc1,·,-2.6,-86.5*,1.6
CNC[C@H]1OCCCC[C@@H](C)Oc2ccc(NC(=O)Nc3ccc(OC)cc3)cc2C(=O)N([C@@H](C)CO)C[C@@H]1C,33.1,2.3,6.1,0.0
CC(=O)N1[C@@H]2Cn3c(ccc(/C=C/c4ccccc4)c3=O)[C@H]1[C@@H](C(=O)N1CCOCC1)[C@@H]2CO,·,-0.5,29.4,-2.1
CCC(=O)Nc1ccc2c(c1)OC[C@@H](C)N(C(=O)NC(C)C)C[C@H](C)[C@H](OC)CN(C)C2=O,52.4,·,2.9,1.2
CCCC#Cc1ccc2c(c1)O[C@@H](CN(C)S(=O)(=O)c1cccc(OC)c1)[C@@H](C)CN([C@@H](C)CO)S2(=O)=O,·,10.0,-74.2,-1.1
Cc1noc(C)c1NC(=O)N(C)C[C@@H]1Oc2ncc(C#CC3CC3)cc2C(=O)N([C@H](C)CO)C[C@H]1C,70.6,·,19.5,-2.6
CCCC(O)C#Cc1cnc2c(c1)C(=O)N([C@H](C)CO)C[C@H](C)[C@H](CN(C)Cc1cccc(C)c1)O2 (some centres undefined),63.7,2.3,-42.2,0.0
O=C(N[C@H]1CC[C@H](CCNC(=O)c2ccccc2F)O[C@H]1CO)c1ccc2c(c1)OCO2,·,-2.0,13.8,-0.2
C[C@H](CO)N1C[C@H](C)[C@@H](CN(C)C(=O)Nc2ccccc2)Oc2ccc(NC(=O)C3CC3)cc2C1=O,-6.8,-1.3,5.2,-0.9
COc1ccc(NC(=O)N2CC(=O)N3[C@@H](CO)[C@H](c4ccc(Br)cc4)[C@@H]3C2)cc1,·,2.3,-4.0,1.5
Cc1noc(C)c1NC(=O)N[C@H]1CC[C@H](CCNC(=O)C2CCC2)O[C@H]1CO,·,1.5,8.8,-2.8
C[C@H](CO)N1C[C@H](C)[C@@H](CN(C)C(=O)Nc2cccc3ccccc23)Oc2ccc(NS(=O)(=O)c3ccc(Cl)cc3)cc2C1=O,21.2,-12.0,-40.6,-1.2
COCC(=O)N1CC2(CN(Cc3ccccc3)C2)c2c([nH]c3cc(OC)ccc23)[C@H]1CO,·,-5.6,8.3,-1.8
O=C(C[C@H]1CC[C@H]2[C@@H](COC[C@H](O)CN2Cc2nccs2)O1)NCc1ccccc1F,-1.5,1.7,-6.7,-0.4
CN(C)C(=O)[C@@H]1[C@@H](CO)[C@@H]2Cn3c(ccc(-c4ccccc4)c3=O)[C@H]1N2Cc1ccccn1,-25.3,3.0,·,-0.2
CN1CCN(C(=O)C[C@@H]2C=C[C@H](NS(=O)(=O)c3cccc(F)c3)[C@H](CO)O2)CC1,35.9,·,-1.9,1.0
COc1ccc(NC(=O)N(C)C[C@@H]2Oc3ccc(NS(=O)(=O)c4ccc(Cl)cc4)cc3CC(=O)N([C@H](C)CO)C[C@@H]2C)cc1,9.6,-10.0,-4.2,0.5

# Next part:
SMILES,Tcruzi prolif,C diff growth,Pf Dd2 growth,KDM4C inh
O=C(C[C@H]1C=C[C@H](NC(=O)c2cccnc2)[C@@H](CO)O1)NCc1ccc(Cl)c(Cl)c1,-23.1,·,-8.0,-0.5
C[C@@H]1CCCCO[C@@H](CN(C)C(=O)NC2CCCCC2)[C@@H](C)CN([C@H](C)CO)C(=O)c2cc(NC(=O)Nc3ccc(F)cc3)ccc2O1,67.2,14.3,25.6,0.0
C[C@@H]1CN([C@H](C)CO)C(=O)CCCn2cc(nn2)CO[C@@H]1CN(C)Cc1ccc(O)cc1,16.2,3.3,14.8,0.4
C[C@@H]1CN([C@H](C)CO)C(=O)c2c(c3ccccc3n2C)-c2ccccc2CO[C@@H]1CN(C)S(=O)(=O)c1cccc(F)c1,67.4,5.0,-68.6,-0.2
N#C[C@@H]1[C@H](c2ccc(C3=CCCCC3)cc2)[C@H](CO)N1C(=O)c1cccc(F)c1,?,-17.9,10.0,-2.4
COc1ccc(S(=O)(=O)Nc2ccc3c(c2)CC(=O)N([C@@H](C)CO)C[C@@H](C)[C@H](CN(C)Cc2ccc(C(F)(F)F)cc2)O3)cc1,-25.9,50.0,7.3,0.1
COc1ccc(S(=O)(=O)Nc2ccc3c(c2)CC(=O)N([C@H](C)CO)C[C@H](C)[C@H](CN(C)C(=O)Nc2c(C)noc2C)O3)cc1,3.0,1.1,-14.9,0.3
C[C@H](CO)N1C[C@H](C)[C@H](CN(C)Cc2ccc3c(c2)OCO3)Oc2c(NC(=O)Nc3ccc(F)cc3)cccc2C1=O,24.6,-2.1,-10.0,-0.3
